# Source: PubChem (Icahn School of Medicine at Mount Sinai)
# ROC1-CUL1 inh: human ROC1-CUL1 E3 ligase inhibition | P62877+Q13616 | inhibition, % at 10 µM | AID 1347404 | 140,000 tested, 0.6% active | in vitro K48 di-Ub FRET, acceptor:donor ratio, 45 min; in the data active = inhibition above about 25%
# Target sequence (P62877 whole entry, looked up): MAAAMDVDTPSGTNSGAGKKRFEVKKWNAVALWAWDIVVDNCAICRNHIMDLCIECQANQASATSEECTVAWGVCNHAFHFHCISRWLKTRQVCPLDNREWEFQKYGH
# Target sequence (Q13616 whole entry, looked up): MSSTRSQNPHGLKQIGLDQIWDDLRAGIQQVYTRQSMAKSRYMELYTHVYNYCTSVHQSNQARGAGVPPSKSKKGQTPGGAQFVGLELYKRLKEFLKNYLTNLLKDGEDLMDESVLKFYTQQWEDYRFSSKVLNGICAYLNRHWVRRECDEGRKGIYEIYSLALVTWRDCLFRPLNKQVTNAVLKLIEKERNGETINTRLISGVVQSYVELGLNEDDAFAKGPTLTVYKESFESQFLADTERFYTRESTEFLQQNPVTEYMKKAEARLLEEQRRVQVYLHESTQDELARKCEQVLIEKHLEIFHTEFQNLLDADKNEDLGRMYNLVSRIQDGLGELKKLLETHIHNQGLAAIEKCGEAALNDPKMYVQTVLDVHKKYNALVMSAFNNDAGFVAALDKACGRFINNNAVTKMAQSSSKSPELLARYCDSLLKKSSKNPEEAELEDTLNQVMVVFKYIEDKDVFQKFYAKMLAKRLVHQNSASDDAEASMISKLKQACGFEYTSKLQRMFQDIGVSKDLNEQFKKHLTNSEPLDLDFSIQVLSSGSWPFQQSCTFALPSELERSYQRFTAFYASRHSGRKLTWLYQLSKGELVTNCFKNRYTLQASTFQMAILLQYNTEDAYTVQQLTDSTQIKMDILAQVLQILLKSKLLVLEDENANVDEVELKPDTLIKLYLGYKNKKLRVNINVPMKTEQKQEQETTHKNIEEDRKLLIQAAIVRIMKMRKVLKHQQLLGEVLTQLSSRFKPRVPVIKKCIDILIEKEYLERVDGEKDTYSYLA
# An asterisk follows results filed as active; & = joins results of further samples. An excerpt (hit frequency here may not be typical).
No.	canonical_smiles	ROC1-CUL1 inh
1	O=C(CSc1ncnc2sc3c(c12)CCC3)Nc1cccc(C(F)(F)F)c1	-12
2	CC(=O)Nc1ccc(NC(=O)c2cnn(-c3ccccc3)c2C2CCN(C(=O)OC(C)(C)C)CC2)cc1	6
3	CCc1ccccc1N1CN(Cc2ccccc2)CNC1=S	20
4	COc1ccc(Cl)cc1NC(=O)CSc1nccn1Cc1ccco1	0
5	O=C(/C=C/c1ccccc1Cl)c1cccc(NC(=O)c2ccco2)c1	1
6	Cc1ccc(OS(=O)(=O)c2ccc(C)cc2)cc1	4
7	CCC(C)c1nn2c(=O)c(NC(=O)c3ccccc3C)cnc2s1 (configuration not stated)	-2
8	CCCCN(CC)C(=O)CCn1c(=O)c2cccn2c2cccnc21	4
9	Cn1cc(/C=C/c2nc3ccccc3c(=O)n2-c2ccccc2[N+](=O)[O-])c2ccccc21	0
10	O=C(NC12CC3CC(CC(C3)C1)C2)N1CCN(C(=O)C2CCCO2)CC1 (configuration not stated)	11
11	O=C(CCN1CCCCO1)NCc1cccnc1N1CCc2ccccc2C1	3
12	O=Nc1c(-c2ccccc2)[nH]c2ccccc12	3
13	COC(=O)C1C(C)=NC2=C(C(=O)CC(C)(C)C2)C1c1c(C)nn(-c2ccccc2)c1C (configuration not stated)	9
14	O=C(CSc1n[nH]c(-c2ccccc2)n1)NCCCc1ccccc1	-4
15	CCOC(=O)C1=CN(c2ccc(F)cc2)C=C(C(=O)OCC)C1c1cccc(Cl)c1	-3
16	Cc1cccc(-n2c(=O)c3c(c4cc(C)ccc4n3C)n(CC(=O)Nc3ccccc3Cl)c2=O)c1	2
17	CC(=O)NC(C(=O)c1ccccc1)C(=O)c1ccccc1	0
18	CC(C)Cc1nc2cc(NS(=O)(=O)N(C)C)cc(C(=O)N3CCCCC3c3cccnc3)c2n1C (configuration not stated)	-1
19	CCCCSc1nnc2c(n1)OC(c1ccccc1Br)Nc1ccccc1-2 (configuration not stated)	16
20	CC(C)C(=O)OC1C(OC(=O)C(C)C)C(OC(=O)C(C)C)C(OC(=O)C(C)C)C(OC(=O)C(C)C)C1OC(=O)C(C)C (configuration not stated)	-2
21	COc1cccc2c1OCC(NCC1(c3ccccc3)CCOCC1)C2 (configuration not stated)	7
22	COCCN(CC1CCN(Cc2ccccc2OC)CC1)C(=O)C1CCCO1 (configuration not stated)	9
23	CC(CC(C)C(=O)Nc1ccccc1)C(=O)O (configuration not stated)	3
24	CCOC(=O)c1cnc2ccc(OC(F)(F)F)cc2c1Nc1ccccc1C(=O)O	-7&8
25	O=C1N(CCc2ccccc2)CCCC1(O)CN1CCN(c2ccccc2)CC1 (configuration not stated)	-7
26	Cc1ccc(CCNC(=O)c2ccc3c(c2)N(Cc2ccc(F)cc2)CCS3)cc1	-1
27	Cc1cc(C)cc(OCc2cc(=O)n3c4c(sc3n2)CCCC4)c1	-8
28	CCOc1cc(/C=C2\C(=O)NN(c3ccc(Cl)cc3)C2=O)cc(I)c1O	6
29	Cc1[nH]c2ccccc2c1C(=O)/C=C/c1ccccc1Cl	-20
30	COc1ccc(Cc2nnc(NC(=O)CC(C)c3ccccc3)s2)cc1OC (configuration not stated)	3
31	CCc1cccc(N2C(=O)CSC23C(=O)N(Cc2ccccc2F)c2ccccc23)c1 (configuration not stated)	5
32	Oc1ccccc1C1=NOC(O)(C(F)(F)F)C1 (configuration not stated)	1
33	COc1ccc(-n2nc(C(=O)N3CCCCC3C)c3c4ccccc4n(C)c3c2=O)cc1Cl (configuration not stated)	-4
34	O=C(CCC1CCCC1)Nc1cccc(NC(=O)CCC2CCCC2)c1	-6
35	CCOc1ccc(N(C)C(=O)C2CCN(S(=O)(=O)c3ccc4c(c3)CCCN4C(C)=O)CC2)cc1	3
36	CCn1cc(CN2CCCC(c3cc(=O)[nH]cn3)C2)cn1 (configuration not stated)	-3
37	CN=C1CC(SC)=C1c1ccc(C)cc1	-3
38	CCCCC(=O)c1ccc(O)cc1O	-6
39	CC1(C)CC2CC(C)(CN2C(=O)CCCN2C(=O)c3ccccc3C2=O)C1 (configuration not stated)	-3
40	COC(=O)C1C(C)=NC2=C(C(=O)CC(c3cccs3)C2)C1c1ccc(OC(F)(F)F)cc1 (configuration not stated)	-12

# Of the compounds above, these contain a thiophene ring, fused or not:
No.	canonical_smiles	ROC1-CUL1 inh
1	O=C(CSc1ncnc2sc3c(c12)CCC3)Nc1cccc(C(F)(F)F)c1	-12
40	COC(=O)C1C(C)=NC2=C(C(=O)CC(c3cccs3)C2)C1c1ccc(OC(F)(F)F)cc1 (configuration not stated)	-12

# Next entries.
No.	canonical_smiles	ROC1-CUL1 inh
41	C=CCSc1nc2ccc(NC(=O)c3sc4nc(-c5ccc(OC)cc5)ccc4c3N)cc2s1	4
42	O=C(Nc1ccn(-c2ccccc2)n1)c1ccc(Cl)cc1	3
43	CCCNC(=O)Cn1nc(C)c2c(C)n(-c3ccccc3)nc2c1=O	1
44	O=C1CC(c2ccccc2)C2CC1C(c1ccccc1)CC2=O (configuration not stated)	0
45	Cc1sc2ncn(CC(=O)N3CCN(c4ccc(Cl)cc4)CC3)c(=O)c2c1S(=O)(=O)N1CCN(c2ncccn2)CC1	-1
46	O=C(/C(=C/c1cccs1)c1nc2ccccc2[nH]1)c1ccccc1	-5
47	CC(C)CCN(C)c1ccc(C(=O)N2CCC(Oc3cccnc3)CC2)cn1	2
48	CC(=O)Nc1ccc(CN2CC[C@@H](N(C)CCc3ccccn3)[C@H](O)C2)cc1	-3
49	COc1ccc(Cl)cc1NC(=O)C/C(C)=N/NC(=O)Cc1ccccc1	-1
50	Nc1c(C(=O)N2CCCCC2)sc2nc(-c3cccnc3)ccc12	5

# In another format: entries from further up.
46) O=C(/C(=C/c1cccs1)c1nc2ccccc2[nH]1)c1ccccc1
  ROC1-CUL1 inh = -5
48) CC(=O)Nc1ccc(CN2CC[C@@H](N(C)CCc3ccccn3)[C@H](O)C2)cc1
  ROC1-CUL1 inh = -3
45) Cc1sc2ncn(CC(=O)N3CCN(c4ccc(Cl)cc4)CC3)c(=O)c2c1S(=O)(=O)N1CCN(c2ncccn2)CC1
  ROC1-CUL1 inh = -1
43) CCCNC(=O)Cn1nc(C)c2c(C)n(-c3ccccc3)nc2c1=O
  ROC1-CUL1 inh = 1

# (continued)
No.	canonical_smiles	ROC1-CUL1 inh
51	CC1CN(c2nc(-c3ccc(F)cc3)cs2)CC(C)O1 (configuration not stated)	-2
52	CC(COc1ccccc1)Cn1cc(/C=C2\C(=O)NN(c3ccccc3)C2=O)c2ccccc21 (configuration not stated)	11
53	COC(=O)C1=C(C(=O)OC)SC(=C2C=CC(=C3SC(C(=O)OC)=C(C(=O)OC)S3)CC2)S1	-5
54	CCc1ccc(OCC(=O)N2CCN(c3ccccn3)CC2)c(Br)c1	4
55	Cc1nc(C)c(CNC2CC(C)(C)Cc3nc(C(C)(C)C)ncc32)nc1C (configuration not stated)	-5
56	Cc1ccc(CNC(=O)CSc2ncc3c(n2)-c2ccc(Cl)cc2N(Cc2ccccc2)S3(=O)=O)cc1	-3
57	COc1ccc(-c2ccccc2NC(=O)C2CCCN2Cc2cnc[nH]2)cc1 (configuration not stated)	5
58	O=C(NCc1ccc(Cl)cc1)C1CCN(S(=O)(=O)c2cc(Cl)ccc2Cl)CC1	9
59	CCN(CC)C1CCN(C(=O)CN2Cc3cc(Cl)ccc3OC(C)C2)C1 (configuration not stated)	-6
60	COc1ccc(S(=O)(=O)N2CCC(Oc3cccc(C(F)(F)F)c3)CC2)cc1OC	2
61	COC(=O)c1c(NC(=O)CSc2ncnc3sc(-c4ccccc4)cc23)sc(C)c1C	7
62	Oc1ccc2ccccc2c1/C=N\Nc1nccs1	-1
63	O=c1c2oc3ccccc3c2n(Cc2ccccc2F)c(=O)n1Cc1ccc2c(c1)OCO2	-1
64	C#CCOc1ccccc1C1C2=C(CC(C)(C)CC2=O)N(CCC(=O)O)C2=C1C(=O)CC(C)(C)C2	-6
65	CC1CCCCN1Cc1c(O)ccc2c(=O)c(-c3cccc(Cl)c3)c(C(F)(F)F)oc12 (configuration not stated)	3
66	Cc1nc(N2CCCCC2)ncc1C(=O)O	-1
67	CCOCc1cc(CNC2COc3c(cccc3OC)C2)ccc1OC (configuration not stated)	5
68	OC(COc1cccc2ccccc12)(Cn1cncn1)c1ccc(F)cc1F (configuration not stated)	-4
69	COc1cc(C(=O)NC(=S)NC23CC4CC(CC(C4)C2)C3)cc(OC)c1OC	9
70	COc1ccccc1NC(=O)CN1C(=O)C(C)(C)c2ccccc21	5
71	COc1cccc(CC2(CO)CCN(C(=O)[C@@H]3C[C@@H]4C=C[C@H]3C4)CC2)c1	0
72	CCOc1ccc2c(c1)c(=O)c(C(=O)c1ccccc1)cn2Cc1ccccc1F	-1
73	Cc1ccnc(Sc2ccc([N+](=O)[O-])cc2[N+](=O)[O-])n1	-14
74	NC(=O)N/N=C1/CCCCCCC2CC12 (configuration not stated)	-11
75	O=C1SC(Nc2ccc(Cl)cc2)C(=O)N1Cc1ccccc1 (configuration not stated)	5
76	CCCCCN1C(=O)C(c2ccccc2)C(=O)C(C(=O)O)=C1C (configuration not stated)	-5
77	COc1ccccc1CN1CCNC(=O)C1CC(=O)N1CCC(OC)CC1 (configuration not stated)	7
78	CCOc1ccccc1N(CC(=O)N1CCc2ccccc2C1)S(=O)(=O)c1ccccc1	3
79	Cc1cccc(C)c1OCc1cc(=O)n2c3c(sc2n1)CCCC3	-1
80	Cc1cc(C=C2C(=O)N(c3ccccc3)C(=O)N(c3ccccc3)C2=O)c(C)n1-c1ccc2ncccc2c1	-5
81	COCC(C)NC(=O)C1CCCN(c2nc(C)c3ccc(S(C)(=O)=O)cc3n2)C1 (configuration not stated)	9
82	CC(C)N(C)Cc1nnnn1CC(=O)N1CCCC(OCc2ccccn2)C1 (configuration not stated)	1
83	CC(=O)N=c1sc2ccccc2n1C	-11
84	Cc1noc(C)c1-c1n[nH]c2c1CN(S(=O)(=O)c1c(C)nn(C)c1C)CC2	-5
85	CN(C)CC/C=C1/c2cc(Br)ccc2CSc2ccccc21	-7
86	Cc1ccc2oc(C(=O)Nc3ccc(S(=O)(=O)N4CCCCC4C)cc3)cc(=O)c2c1 (configuration not stated)	-2
87	CN(C)C1CCN(C(=O)c2cc(COc3cccc(C(F)(F)F)c3)[nH]n2)C1 (configuration not stated)	-2
88	O=C(NCCCN1CCN(CCCNC(=O)C2CCC2)CC1)C1CCC1	0
89	CSc1nc(-c2ccccc2Cl)nc2c1Cc1c(CO)cnc(C)c1O2	-6
90	Cc1ccc(CN2CCC(N3CCCC(C(=O)NCc4ccccc4)C3)CC2)o1 (configuration not stated)	4
91	COCCOC(=O)C1C(C)=NC(C)=C(C(=O)OC(C)C)C1c1cccc(N)c1 (configuration not stated)	3
92	O=C(Nc1ccc(-c2nc3ccccc3c(=O)[nH]2)cc1)C1CCCCC1	-10
93	Cc1nc(Cl)c(C2=NC(c3ccccc3)(c3ccccc3)c3ccccc3N2)c(C)c1Cl	-2
94	Cc1ccccc1C(=O)Oc1cccc2c1C(=O)c1ccccc1C2=O	-2
95	CC(C)(C)C(=O)NS(=O)(=O)c1cccs1	3
96	COc1ccc(S(=O)(=O)N2CCSC2)cc1C	3
97	CCN(CC)c1ccc(C=C2C(=O)N(C)C(=O)N(C)C2=O)cc1	3
98	CC(=O)c1nn(-c2ccc(Cl)cc2)cc1C(=O)c1cccs1	-4
99	COc1ccc(CNC(=O)CSc2c(-c3ccccc3)c3cc(Cl)ccc3[nH]c2=O)cc1	6
100	COc1ccc(N2CCN(CCCSc3cc4ccccc4[nH]3)CC2)cc1	4

# More compounds follow:
No.	canonical_smiles	ROC1-CUL1 inh
101	CCOc1ccc(NC(=O)CSc2nc3ccsc3c(=O)n2CCCCCC(=O)O)cc1	8
102	CC1CC(C)CN(c2cc(C#N)c(C#N)cc2Cl)C1 (configuration not stated)	1
103	CC(C)OC(=O)c1c(-c2ccccc2)csc1NC(=O)c1cccc([N+](=O)[O-])c1	6
104	CCOC(=O)c1cc2c(=O)n3ccccc3nc2n(CC2CCCO2)c1=NC(=O)c1cc(C)cc(C)c1 (configuration not stated)	14
105	COc1ccc2c(C#N)c(C)n(-c3ccccc3)c2c1	-4
106	CCC(Oc1ccc(C)c(C)c1)C(=O)N1CCOCC1 (configuration not stated)	-2
107	O=C(Nc1nnc2n1CCS2)c1ccccc1	-3
108	O=c1[nH]ncc2[nH]nc(-c3ccccc3)c12	13
109	CC1CCN(c2nc3c(S(=O)(=O)c4ccccc4)nnn3c3ccc(Cl)cc23)CC1	8
110	COc1ccc(OC2CCN(C(C)=O)CC2)c(C(=O)N(C)Cc2ccccc2)c1	5

# Values in list order from the entries so far:
# Compounds 101–104 in ROC1-CUL1 inh, in turn: 8, 1, 6, 14

# The results go on:
No.	canonical_smiles	ROC1-CUL1 inh
111	CCCCc1nnc2sc(-c3ccncc3)nn12	-1
112	O=C(NCCc1ccccc1Cl)c1sc2ncccc2c1-n1cccc1	2
113	COC(=O)c1ccccc1-c1ccc(/C=c2/sc3n(c2=O)C(c2cccs2)C(C(=O)Nc2ccccc2)=C(C)N=3)o1 (configuration not stated)	3
114	CCC(=O)Nc1ccc(C)cc1-c1nc2ccccc2n(Cc2ccccc2)c1=O	4
115	COc1ccc2c(c1)C(=O)CC(O)(C(F)(F)F)O2 (configuration not stated)	1
116	CCCCCCc1ccc(/C(C)=N/NC(=O)c2n[nH]c3c2CCC3)cc1	-3
117	CCOc1nc2c(ncn2C)c(=O)n1C	-5
118	Cc1nc(Sc2nc3c(C)cc(Cl)cc3cc2C)n[nH]1	-3
119	CC(C(=S)c1ccccc1)=C1Sc2ccccc2S1	5
120	CS(=O)(=O)N1CCC(C2CCN(c3ncccn3)CC2)C1 (configuration not stated)	-6
121	COC(=O)c1ccc(-c2nc(-c3ccc(OC)c(OC)c3)no2)cc1	-4
122	CN(C)c1ccc(/C=C2\N=C(c3ccccc3)OC2=O)cc1Br	-1
123	CCOC(OCC)C1OC(c2ccccc2)OC2COC(c3ccccc3)OC21 (configuration not stated)	11
